TRPV1 ag: human TRPV1 agonism | AID 540275 | TRPV1-expressing cells, Fluo-8 calcium influx, agonist mode | activation, % at 8.33 µM | actives 0.19% (n = 320,000) | Q8NER1; in the data active = activation above about 80%; inconclusive = between about 30% and that limit; note: 0% is about no effect
Target sequence (Q8NER1 whole entry, looked up): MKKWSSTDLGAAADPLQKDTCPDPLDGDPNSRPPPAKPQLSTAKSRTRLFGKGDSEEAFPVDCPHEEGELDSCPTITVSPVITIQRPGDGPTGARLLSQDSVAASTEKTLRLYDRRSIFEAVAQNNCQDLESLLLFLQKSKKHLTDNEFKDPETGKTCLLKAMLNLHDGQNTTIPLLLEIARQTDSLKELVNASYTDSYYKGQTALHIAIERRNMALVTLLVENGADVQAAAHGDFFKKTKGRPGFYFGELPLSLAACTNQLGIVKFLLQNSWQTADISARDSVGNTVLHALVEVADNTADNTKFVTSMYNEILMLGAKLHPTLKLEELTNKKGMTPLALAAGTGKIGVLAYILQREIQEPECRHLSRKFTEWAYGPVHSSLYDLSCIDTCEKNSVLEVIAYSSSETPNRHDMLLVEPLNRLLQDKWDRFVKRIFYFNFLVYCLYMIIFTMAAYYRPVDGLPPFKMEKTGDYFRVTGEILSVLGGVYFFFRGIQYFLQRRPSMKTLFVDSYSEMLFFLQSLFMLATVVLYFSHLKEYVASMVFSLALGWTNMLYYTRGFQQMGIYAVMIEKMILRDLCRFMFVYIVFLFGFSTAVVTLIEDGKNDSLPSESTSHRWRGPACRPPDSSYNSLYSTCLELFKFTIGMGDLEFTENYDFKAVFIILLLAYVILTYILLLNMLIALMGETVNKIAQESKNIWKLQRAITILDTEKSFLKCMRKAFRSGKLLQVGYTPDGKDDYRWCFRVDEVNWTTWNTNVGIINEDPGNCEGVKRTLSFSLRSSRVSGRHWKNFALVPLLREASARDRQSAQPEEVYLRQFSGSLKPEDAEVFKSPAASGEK
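TRPV1-expressing cells were cultured overnight at 35.5C and loaded with Fluo-8 calcium dye for 40 to 90 min at room temperature. After a 10 s baseline, compound was added and calcium influx was read kinetically for 3 min (ex 480/em 520 nm).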
MLL CXXC-DNA inh: inhibitors of human MLL CXXC domain-DNA interaction. Q03164. MLL-CXXC / FITC-HOXA9 DNA fluorescence polarization. Potency, µM (doses to about 115 µM), for the others: at the highest dose activity change, negative = inhibition, actives largely listed as inhibitors. actives 0.037% (n = 290,000). AID 2662; active = well fitted inhibition curve with a large enough effect in the polarisation, with a control signal flat, not every such curve was filed as active; inconclusive = small, poorly fitted or top-dose-only effect, or effect the other way, or a change in a side signal; inactive = no such curve, though single readings can be large or run the other way; the % refers to the polarisation; note: potency is the fitted concentration of half-maximal effect
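Steps: dispense CXXC domain solution (7 uM) → pin compounds or unlabeled HOX-A9 DNA control → 5 min ambient → add FLSN-HOX-A9 solution (50 nM) → spin → 30 min ambient → fluorescence polarization. Tris pH 7.5/NaCl/DTT/BSA buffer.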
B2AR arrestin: recruits beta-arrestin to the human beta2-adrenergic receptor. Potency, µM (highest dose often 46.1 µM), for inactives: at the highest dose activation, usual class: activators. beta-arrestin recruitment to beta2AR, cell-based reporter. actives 0.02% (n = 330,000). P07550;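 note: potency is the fitted concentration of half-maximal effect; 0% = DMSO controls and full agonism = EC100 isoproterenol or metaproterenol; nearly all actives have a fitted effect of over 65% in size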
a7 integrin act: activators of alpha7 integrin expression for muscular dystrophy; actives 0.064% (n = 350,000); Potency, µM (series often up to 38.3 µM), for the others: at the highest dose activation, usual class: activators; AID 624291; alpha7betagal myoblasts, beta-gal FDG fluorescence, 48 h;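 note: potency is the fitted concentration of half-maximal effect; 100% = response of the positive control SU9516; nearly all actives have a fitted effect of over 60% in size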
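alpha7betagal+/- myoblasts (passage 13, 250/well) treated 48 h at 37C with compounds at 1:260 dilution of DMSO stock. Lysed, then beta-galactosidase activity read as FDG fluorescence (ex 480/em 540) after 30 min, with pre-read for autofluorescence.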
p53 reactivator: restores transcriptional activity of mutant p53; actives 0.063% (n = 320,000); Potency, µM (series often up to 92.2 µM), for inactives: top-dose activity change, positive = activation, hits mostly activators; H1299 p53-A138V BP100-luciferase reporter, luminescence, 24 h; note: potency is the fitted concentration of half-maximal effect; % of control where 0% means no effect; nearly all actives have a fitted effect of over 45% in size
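p53-null H1299 cells stably carrying temperature-sensitive p53-A138V and a BP100-luciferase reporter were pinned with compounds (4-point, 1:5 series) and held 24 hrs at 37 deg C. Luminescence was read 10 min after detection reagent.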
A-T KAP1 phos: candidate therapy for ataxia-telangiectasia | […] A-T fibroblasts, KAP-1 phosphorylation AlphaLISA; neocarzinostatin DNA damage 30 min before lysis | Potency, µM (series often up to 57.5 µM), for the others: top-dose activation, hits mostly activators | actives 0.19% (n = 320,000) | AID 485349; note: potency is the fitted concentration of half-maximal effect; % of control where 0% means no effect; nearly all actives have a fitted effect of over 45% in size
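ATM-like activity read as KAP-1 phosphorylation via AlphaLISA donor/acceptor antibody pairs after lysis and 6 hr at 25C. Cells were ATM-null patient fibroblasts ([…], hTERT), dosed 60 min, then exposed to the DSB inducer NCS for 30 min.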
TCR activator: activates T cell receptor signaling | primary human leukocytes, anti-CD3, IL-2 HTRF, 48 h | Potency, µM (doses to about 9.22 µM), without a hit: at the top dose activation of IL-2 secretion, most hits filed as activators | 330,000 tested, under 10 active | AID 504894; note: % of control where 0% means no effect
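48 hr co-incubation of compounds, a-CD3 beads and primary human leukocytes; IL-2 quantified homogeneously by HTRF with anti-IL-2 K and d2 conjugates.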
ELG1 DNA repair: inhibitors of ELG1-dependent DNA repair in HEK293T cells. HEK293T ELG1-luciferase reporter, luminescence, 16 h; DNA damage induced by 5-fluorouridine. Potency, µM (doses to about 46.1 µM), for inactives: top-dose activity change, negative = inhibition, most hits filed as inhibitors. actives 2.3% (n = 330,000). AID 504467; note: potency is the fitted concentration of half-maximal effect; % is set by controls: 0 for no effect and ±100 for the full control effect; nearly all actives have a fitted effect of over 55% in size
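DMSO vehicle served as the neutral condition. Each well held 2,000 cells given 5-fluorouridine plus compound; after 16 hr at 37 °C/5% CO2, ONE-Glo was added and luciferase measured 30 min later.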
TSG101-PTAP inh: blocks PTAP/TSG101 interaction to inhibit HIV-1 budding. Fluorescence polarization, FITC-PTAP peptide / Tsg101 binding. Potency, µM (titrated, usually from 115 µM), for the others: at the highest dose activity change, negative = inhibition, actives largely listed as inhibitors. 340,000 tested, under 10 active; active = well fitted inhibition curve with a large enough effect in the main read-out, with a control signal flat, not every such curve was filed as active; inconclusive = small, poorly fitted or top-dose-only effect, or effect the other way, or a change in a side signal; inactive = no such curve, though single readings can be large or run the other way; note: potency is the fitted concentration of half-maximal effect; % of control where 0% means no effect
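Tsg101 binding domain (10 uM final) was mixed with compound and a FITC-labeled PTAP peptide (50 nM final) in HEPES pH 7.5 buffer with NaCl, Tween 20, EDTA and TCEP; fluorescence polarization was read after 20 min at r.t.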
BRCA1 expr act: activators of BRCA1 expression | Potency, µM (titrated, usually from 46.1 µM), for the others: at the highest dose activation, hits mostly activators | MCF7-BRCA1-FFLuc reporter, luminescence, 48 h; response scale: scaled: vehicle 0%, 10 µM genistein 100% | AID 624202 | actives 1.1% (n = 380,000); note: potency is the fitted concentration of half-maximal effect; nearly all actives have a fitted effect of over 80% in size; some results filed as inactive show a strong effect at the top dose
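MCF7-BRCA1-FFLuc, 2000 cells/well; 2 h attach, 37 °C/5% CO2; compound 48 h; luciferase substrate 15 min; luminescence end-point. Norm. to genistein 10 microM max activation and DMSO; concentration-response curves fitted.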
An asterisk follows results filed as active; ? = inconclusive; · = not tested or not shown; & = joins results of further samples; [ ] = dose if it differs, or a comment. Unless noted, calls come from the whole dose curve; as a rule, active = well fitted curve in the direction sought with a large enough effect; inconclusive = small, poorly fitted or top-dose-only effect, or another doubt; inactive = no such curve, though single readings can be large; an effect the other way counts as inactive or inconclusive.

SMILES | TRPV1 ag | MLL CXXC-DNA inh | B2AR arrestin | a7 integrin act | p53 reactivator | A-T KAP1 phos | TCR activator | ELG1 DNA repair | TSG101-PTAP inh | BRCA1 expr act
Cc1cc(C)cc(C(=O)NCC(=O)OCC(=O)N(C)C2CCS(=O)(=O)C2)c1 (configuration not stated) | 4 | 6% | -3.7% | 7% | 2% | 5% | 2%[46.1 µM] | 11% | -3% | -2%
COc1ccc([N+](=O)[O-])cc1NS(=O)(=O)c1cccc(C(=O)NCCCN2CCCC2=O)c1 | · | · | 2.9% | 0% | 5% | 8% | -4% | 15% | -4% | -4%
O=C(N=C1SC2CS(=O)(=O)CC2N1Cc1ccccc1)C1CCCO1 (configuration not stated) | -1 | 14% | 0.6% | 5% | -4% | 4% | -5% | 7% | -5% | -1%
Cc1ccc(NC(=O)COC(=O)CC2SC(N3CCCC3)=NC2=O)cc1 (configuration not stated) | 0 | · | 0.0% | 6% | 3% | 7% | -3% | 11% | -3% | 12%
O=C(NCCc1ccccc1)c1c[nH]c2c(F)cccc2c1=O | 0 | 2% | 3.6% | 20% | 8% | 4% | · | ? | 0% | 23%
CCOc1ccc(C(C(=O)NCCOC)N(CCOC)C(=O)CCC(=O)Nc2ccccn2)cc1 (configuration not stated) | -1 | -6% | -0.1% | -32%[inhibitor] | 4% | 4% | -1% | 8% | -4% | -8%
CCOc1ccc(N(CC(=O)NN=C2CCN(C)CC2)S(C)(=O)=O)cc1 | -2 | -1% | 0.2% | 1% | 3% | 0% | -8% | 6% | 0% | -5%
Cc1ccccc1OCC(=O)Nc1ccc(N2CCN(S(C)(=O)=O)CC2)cc1 | 6 | -21% | -0.4% | -3% | 10% | -3% | 1% | -7% | -2% | -21%
CCCCn1c(N)c(N(CC(C)C)C(=O)CC2OC(=O)c3ccccc32)c(=O)[nH]c1=O (configuration not stated) | 0 | · | 3.7% | -4% | 5% | 5% | 1% | -1% | -14% | -22%
COc1cc(C)c(CN2CCC(Oc3ccc(C(=O)N4CCCC4)cc3)CC2)cc1C | -4 | -1% | 0.3% | -36% | 8% | 5% | 14% | -11% | 1% | -25%
Cc1ccc(S(=O)(=O)N2CCN(C(=O)c3sccc3-c3ccccc3)CC2)cc1 | 13 | -2% | 0.2% | -8% | -21% | 7% | 4% | 0% | 0% | -19%
COc1cccc(/C=C/C(=O)Nc2ccc3nc4n(c(=O)c3c2)CCCC4)c1OC | 0 | -4% | 0.5% | 0% | -2% | -1% | -8% | ? | -4% | -19%
N#Cc1ccccc1S(=O)(=O)N1CCN(CC(=O)Nc2ccccc2C(=O)NC2CC2)CC1 | 3 | · | 0.3% | -21% | -10% | -4% | -10% | ? | -2% | 0%
CN(C(=O)c1ccc(COc2ccccc2Br)o1)c1ccccc1 | 0 | 23% | 0.3% | 15% | 2% | -2% | 7% | -6% | -10% | 13%
CCN(CC)CCN1C(=O)C(=O)/C(=C(/O)c2ccc(S(=O)(=O)N3CCOCC3)cc2)C1c1ccc(C(C)C)cc1 (configuration not stated) | 0 | 25% | -0.4% | 7% | 3% | -5% | 7% | 2% | -2% | 0%
Fc1ccc(OCCCCCN2CCCC2)cc1 | -7 | -5% | 0.3% | -12% | 7% | -5% | · | -6% | 1% | 12%
O=C1c2ccccc2C(=O)N1C1(C(=O)NC2(C(=O)O)CCCC2)CCCC1 | · | · | · | 23% | · | · | 5% | · | 0% | -4%
O=C(CSc1nnc(C2CC2)n1-c1ccccc1)N1CCCC1 | · | · | -0.3% | -6% | -8% | -17% | 0%[46.1 µM] | ? | -2% | -21%
COc1ccc(C=CC(=O)c2cc(O)ccc2O)cc1 | · | · | · | -19% | · | · | 6% | · | -2% | 60%
Cc1cc(-c2n[nH]c(=S)n2/N=C/c2cccs2)n[nH]1 | -1 | 5% | -0.4% | 18% | -5% | 7% | -3%[46.1 µM] | ? | -1% | 92%
CCOc1ccccc1NC(=O)/C=C/c1ccc(S(=O)(=O)N2CCOCC2)cc1 | 0 | · | -0.1% | 25% | -3% | -2% | -14% | 2% | -3% | 78%
Cc1ccc(/C=C2/NC(=O)[C@H](C)NC2=O)cc1 | 0 | 7% | 0.0% | ? | 6% | 5% | 0% | 13% | -1% | 31%
CC(=O)c1c(C)[nH]c(C(=O)OCC(=O)NCCc2ccc(F)cc2)c1C | -1 | 3% | 0.1% | 11% | -8% | 3% | -26% | 21µM* | -5% | -51%
CSc1ncc(Sc2ccccc2)c(C(=O)O)n1 | · | · | · | 23% | · | · | 8% | · | 0% | 2%
COc1ccc(CCC(=O)Nc2ccc(N3CCOCC3)cc2)cc1 | ? | 22% | -0.1% | 17% | 1% | -6% | 3% | -8% | -1% | -10%
(continued)
SMILES | TRPV1 ag | MLL CXXC-DNA inh | B2AR arrestin | a7 integrin act | p53 reactivator | A-T KAP1 phos | TCR activator | ELG1 DNA repair | TSG101-PTAP inh | BRCA1 expr act
Cc1ccc(CN2CCNC(=O)C2CC(=O)NCCCn2cccn2)o1 (configuration not stated) | 0 | -4% | -0.2% | -4% | 0% | -1% | -1% | 7% | 1% | -7%
C[C@@H](CO)NC(=O)c1ccc2c3n(nc2c1)-c1ccc(Cl)cc1CO3 | 2 | 3% | -0.6% | -11% | 21% | 3% | 5% | ? | -3% | ?
CC(C)(C)c1[nH]nc2c1C(c1ccncc1)C(C#N)=C(N)O2 (configuration not stated) | 2 | -13% | -1.4% | -12% | -1% | 2% | 0% | -11% | 0% | 4%
Cc1ccc(-c2nc3ncccn3c2Nc2ccc3c(c2)OCCO3)o1 | 13 | 2% | -0.1% | -3% | 28% | -8% | 6% | ? | -4% | 0%
Cc1nc(N2CCOCC2)nc(OCCN2CCOCC2)c1[N+](=O)[O-] | 0 | 25% | -1.3% | -11% | -3% | -4% | 3%[46.1 µM] | 11% | 0% | 3%
C[C@H]1CCC(=O)N(CCSc2ccc(Br)cc2)CC1 | ? | · | -0.5% | 11% | ? | 23% | -1% | ? | -7% | ?
O=C(c1cn(-c2ccccc2)nc1-c1ccccc1)N1CCN(c2ccccn2)CC1 | -2 | ? | 0.1% | 0% | 4% | 7% | 0% | ? | -4% | -5%
CCCN1CCC(=O)N(CCOc2ccccc2)CC1 | 3 | 3% | -1.2% | 1% | 18% | -1% | 8% | 17% | · | 30%
CC(C)(C)NCC(=O)N/N=C/c1ccc(OCc2ccccc2)cc1 | 5 | 6% | 0.0% | 3% | 5% | 1% | -22% | ? | 0% | 10µM*
Cc1ccc(OC(=O)CCC(=O)Oc2ccc(C)cc2C)c(C)c1 | · | · | · | 19% | · | · | -1% | · | 1% | -1%
CCOc1cc(-c2nnc(NC(=O)C3=COCCO3)o2)cc(OCC)c1OCC | 1 | · | -0.1% | -8% | 4% | 1% | 4% | -4% | -1% | -10%
O=C(Nc1ccc(S(=O)(=O)NCc2cccnc2)cc1)c1ccccc1Cl | 1 | 20% | -0.2% | -38% | -3% | 5% | 1%[46.1 µM] | -14% | 0% | -32%
C/C(=N\NC(=O)c1ccc(Cn2cc([N+](=O)[O-])cn2)o1)c1cccc(NC(=O)c2cccnc2)c1 | 0 | 9% | -0.1% | -6% | 2% | 0% | -1%[46.1 µM] | ? | 3% | -16%
CCc1nc2cccnc2n1-c1ccc(CC(=O)NCCOC)cc1 | 3 | 8% | 0.4% | -6% | 5% | 8% | -2% | 8% | -7% | 6%
O=C(CSc1ccc(F)cc1)N1CCN(S(=O)(=O)c2ccccc2)CC1 | ? | -4% | 0.2% | -19% | -5% | -3% | 6% | -5% | 0% | 22%
NC(=O)c1sc2nc(N3CCOCC3)c3c(c2c1N)CCCC3 | 6 | 2% | 0.3% | -9% | 0% | · | -1% | ? | 2% | -19%
Cc1ccc(NC(=O)c2ccccc2CCc2ccccc2)c(C)c1 | 20 | -2% | 0.0% | 24% | 4% | 10% | -4% | 6% | -7% | -2%
Cn1c(-c2ccc(N)cc2)nc2ccccc21 | 1 | -4% | 0.1% | -7% | ? | -3% | -6% | ? | -2% | 96%&67%
Cn1ncc2c1ncn1nc(COc3ccc4ccccc4c3)nc21 | -1 | -1% | -3.8% | 2% | -5% | 2% | -1% | 8% | -1% | -30%
CSc1ccccc1C(=O)NCCSc1ccccc1 | 6 | 1% | 0.1% | 7% | 17% | 0% | 3% | ? | 1% | 60%
CSc1ccc(/C=N\NC(=O)CNc2ccc(C)cc2)cc1 | 15 | 4% | 0.3% | -4% | 3% | 6% | 1% | 8% | -3% | 14%
O=C(O)CC(c1cccc(Cl)c1)n1cccc1 (configuration not stated) | 0 | -3% | -0.1% | 18% | 8% | -6% | 1% | 1% | -8% | -5%
